Screening results (PubChem BioAssay)
Growth percent in the NCI-60 one-dose screen (48 h, 10 µM unless noted): 100 = growth as untreated, 0 = no growth, -100 = all killed.
M14: M14 melanoma; 80,000 compounds, 6.2% hits
RPMI-8226: RPMI-8226 leukemia cells. AID 1794781. 77,000 compounds, 7.5% hits
A549/ATCC: A549/ATCC NSCLC; 81,000 compounds, 3.7% hits; AID 1794740
CCRF-CEM: CCRF-CEM leukemia; 77,000 compounds, 7% hits
EKVX: EKVX NSCLC. 71,000 compounds, 3% hits
HOP-92: HOP-92 NSCLC cells | 71,000 compounds, 6.3% hits | AID 1794738
MOLT-4: MOLT-4 leukemia cells; 80,000 compounds, 6.9% hits
HOP-62: HOP-62 NSCLC | 80,000 compounds, 3.9% hits
Starred values were filed as active, the others as inactive; . = not tested or not shown; & = joins results of further samples; [ ] = remark or other dose. Rule for the calls: active = growth percent below 10; inactive = the rest.

SMILES	M14	RPMI-8226	A549/ATCC	CCRF-CEM	EKVX	HOP-92	MOLT-4	HOP-62
COc1ccc(C2=CC(c3ccc(C)cc3Br)N3C=CSC3=N2)cc1OC (centres undefined)	107	84	94	103	.	99	106	112
O=C(CSc1nnc(-c2cc(-c3ccccc3)nc3ccccc23)n1-c1ccccc1)Nc1ccc(C(=O)/C=C/c2ccc(Cl)cc2)cc1	93	67	84	72	89	82	69	93
COC(=O)[C@H](NC(=O)C1(C)CCC[C@]2(C)[C@H]3C[C@H]4C(C(C)C)=C[C@]3(CC[C@@H]12)[C@@H]1C(=O)OC(=O)[C@@H]14)C(C)C (some centres undefined)	94	87	101	93	88	83	97	99
O=C(CCc1nnc(/C=C/c2ccccc2)o1)c1nc2ccccc2[nH]1	97	76	93	.	74	68	54	90
CCCCCCCC(CO)CO	104	101	93	94	103	100	101	97
CCSc1nc(-c2ccc(OCc3ccccc3)c(OC)c2)c(C#N)c(=O)[nH]1	104	100	97	99	95	.	106	101
COc1cc(/C=C/C(=O)c2ccc(Nc3ncnc4ccccc34)cc2)cc(OC)c1OC	70	12	72	55	89	77	61	102
C=CCCCCCCCCC1(C)NC(=O)NC1=O (centres undefined)	109	107	97	111	96	85	94	88
O=S(=O)(NCCNc1nccc(-c2c(-c3cccc(F)c3)nc3sccn23)n1)c1ccc(Cl)cc1	57	59	32	50	66	77	47	83
Nc1ccccc1-c1ccc(-c2ccc(Cl)c(Cl)c2Cl)c2c1[nH]c1ccccc12	77	72	78	79	.	74	58	87
CCOC(CNCc1ccncc1)OCC	100	92	90	92	86	89	87	90
CC1=C(SCCC(=O)OC(C[Se]C2=C(C)C(=O)c3ccccc3C2=O)C(=O)NCCCCCC(=O)OCc2ccccc2)C(=O)c2ccccc2C1=O (centres undefined)	-1.6*	30	22	11	56	58	11	13
CC1(C)N=C(N)N=C(N)N1c1ccc(N(CCO)CCO)cc1	108	99	104	99	82	101	100	100
O=C1OC(=O)C2C3CC(c4ccccc43)C12 (centres undefined)	112	100	92	99	99	72	104	98
COc1ccccc1/C=C/C=N/N1C(=S)NC2C1N(C)C(=O)N2c1ccccc1 (centres undefined)	99	93	90	101	99	89	96	93

Brought forward from above: 2 compounds; new compounds follow.
SMILES	M14	RPMI-8226	A549/ATCC	CCRF-CEM	EKVX	HOP-92	MOLT-4	HOP-62
O=C1OC(=O)C2C3CC(c4ccccc43)C12 (centres undefined)	112	100	92	99	99	72	104	98
COc1ccccc1/C=C/C=N/N1C(=S)NC2C1N(C)C(=O)N2c1ccccc1 (centres undefined)	99	93	90	101	99	89	96	93
N/C(=N\N=C\c1ccccc1)c1c(N)nc(=S)[nH]c1-c1ccc(Cl)cc1Cl	96	104	97	105	103	69	96	97
CC(C)N(C(=O)c1ccc(Cl)cc1)C(C)C	98	98	86	94	106	81	95	96
O=C/C(=C/c1ccccc1)c1ccccc1	96&98	105&101	103&101	97&94	111	118&101	94&87	99&100
COc1ccc(C2=Nc3ccccc3SC(c3ccc(OC)cc3)C2)cc1 (centres undefined)	98	73	94	90	.	79	78	120
COc1ccc(-c2nnc(Nc3ccc(C)cc3C)o2)cc1	49	44	62	47	.	59	53	80
O=C(Nc1sc2c(c1C(=O)O)CCCC2)c1ccc([N+](=O)[O-])cc1	98	96	100	29	101	83	96	112
COc1cc(/C=C/C(=O)c2ccc(Nc3nc(Nc4ccc(F)cc4)nc(Nc4ccc(Cl)cc4)n3)cc2)cc(OC)c1OC	66	-47*	53	.	74	38	1.0*	82
Cn1c(=O)c2nc(NCC3CCCCC3)sc2n(C)c1=O	108	.	99	102	102	84	98	110
O=c1c2c3c(sc2n2c(SCc4nnc(Nc5ccccc5)s4)nnc2n1Cc1ccccc1)CCCC3	94	90	100	98	97	79	98	98
COc1ccc(/C=C2\N=C(Nc3ccccc3)N(/N=C/N(C)C)C2=O)cc1	101	89	102	102	85	84	87	92
Cc1occc1-c1n[nH]c(=S)n1N1C(=O)CSC1=S	102	94	103	.	99	103	100	104
COc1cccc(-c2nc3sc(-c4c[nH]c5ccccc45)nn3c2C=O)c1	104	93	91	94	92	104	96	100
CCN(CC)CCOC(=O)CC1CCCCC1	100	116	111	124	102	93	123	104
COc1ccc(-c2c(C#N)c(-c3ccc(C)cc3)nc3c2c(-c2ccccc2)nn3-c2ccccc2)cc1	103	87	102	96	108	107	93	114
CCOP(=O)(NC(c1ccccc1)c1ccccc1)OCC	105	104	106	103	109	90	106	96
O=S(=O)(NC1C2c3ccccc3C(c3ccccc32)C1O)c1ccccc1 (centres undefined)	103	100	101	97	92	96	88	98
COc1ccc(-c2cc(-c3cc(OC)c(OC)c(OC)c3)c(C#N)c(=O)n2Cc2ccc(C(=O)NO)cc2)cc1	99	75	94	92	98	99	97	94
C=CC(CO)N(CC)CC (centres undefined)	105	96	98	.	.	84	102	93
CCOC(=O)c1ccc(Oc2ccc(Nc3ncnc4onc(-c5ccccc5)c34)cc2)cc1	93	84	91	96	94	101	86	105
CCOC(=O)CSc1nc2sc3c(c2c(=O)n1-c1ccccc1)CCCCC3	108	105	104	97	103	104	102	98
O=C(C[n+]1cc(Br)cc2ccccc21)c1ccc(O)c(O)c1	101	79	104	92	112	90	81	102
CCCCCC/C=N/Nc1ccc([N+](=O)[O-])cn1	90	105	91	100	101	104	103	88
O=C1N=C2SC=C(c3ccc(Cl)cc3)N2C1CCN1CCOCC1 (centres undefined)	96	78	82	76	.	103	74	107
CC(C)OCc1cc(Cl)ccc1O	101	78	90	84	95	65	100	106
O=C(O)C1(Nc2ccc(Br)cc2)CCCC1	101	.	79	59	100	.	80	89
COc1ccc(NC(=O)COc2ccc(CC(=O)N3CCN(c4ccc(Cl)c(Cl)c4)CC3)cc2)cc1	66	58	64	62	60	76	60	74
C#COc1cccc(Nc2ncnc3ncc(NC(=O)C=C)cc23)c1	88[6.25 µM]	88[6.25 µM]	68[6.25 µM]	76[6.25 µM]	78[6.25 µM]	43[6.25 µM]	92[6.25 µM]	82[6.25 µM]
COC(=O)C1=C(C)OC2OCCC12 (centres undefined)	102	104	101	97	94	104	104	99
c1ccc2c(-c3cn4ccnc4c(-c4ccc5c(c4)ncn5C4CCCCC4)n3)cccc2c1	100	62	64	73	70	.	49	87
F[Si](Cc1ccccc1)(Cc1ccccc1)Cc1ccccc1	110	85	76	84	61	.	74	92

Five compounds picked at random from those above:
SMILES	M14	RPMI-8226	A549/ATCC	CCRF-CEM	EKVX	HOP-92	MOLT-4	HOP-62
C=CC(CO)N(CC)CC (centres undefined)	105	96	98	.	.	84	102	93
CCOC(=O)c1ccc(Oc2ccc(Nc3ncnc4onc(-c5ccccc5)c34)cc2)cc1	93	84	91	96	94	101	86	105
c1ccc2c(-c3cn4ccnc4c(-c4ccc5c(c4)ncn5C4CCCCC4)n3)cccc2c1	100	62	64	73	70	.	49	87
CC(C)OCc1cc(Cl)ccc1O	101	78	90	84	95	65	100	106
O=C(C[n+]1cc(Br)cc2ccccc21)c1ccc(O)c(O)c1	101	79	104	92	112	90	81	102

(further entries)
SMILES	M14	RPMI-8226	A549/ATCC	CCRF-CEM	EKVX	HOP-92	MOLT-4	HOP-62
O=c1[nH]nc(-c2ccccc2)c2c(-c3ccccc3)n[nH]c12	104	83	88	86	83	76	81	94
COc1ccc(Nc2nnc(SCc3ccccc3F)s2)cc1	108	72	102	76	95	89	95	103
Cc1nn(-c2ccccc2)c2sc3nc(=O)sc-3cc12	105	98	102	94	95	92	101	94
Cc1cc(Br)cc(Br)c1OCC(=O)O	104	98	101	82	99	100	106	83
O=C1c2ccc(O)cc2C(=O)c2c1ccc(O)c2O	79	57	87	76	52	87	82	90
COC(=O)CCc1ccccc1	93	96	100	89	99	98	108	96
CCCCO[Si](OCCCC)(OCCCC)OCCCC	105	94	95	92	.	90	107	103
O=c1oc2ccc(O)cc2cc1-c1c[nH]c2ccccc12	83	59	73	27	60	61	.	54
Cc1cc(C)n(-c2ccc3nnc(-c4ccc(Br)cc4)n3n2)n1	118	96	96	87	82	93	89	105
COc1ccc(/C=C2\C=C(c3nc4ccccc4s3)NC2=O)cc1	107	99	102	16	106	111	101	100
Cc1ccc2c(n1)C(=O)C(Cl)=C(Nc1ccc(C)c(C)c1)C2=O	42	11	24	31	53	105	60	60
CCN1CCN(Cc2ccc(C(=O)N=Nc3c(O)[nH]c4ccc(F)cc34)cc2C(F)(F)F)CC1	114	106	104	100	103	127	114	104
COc1ccc(-c2c(NC(C)=O)noc2-c2cc3c(c(OC)c2OC)OCO3)cc1	110	93	95	99	.	113	81	104
Cc1cc(Nc2nc(SCc3ccc(C(=O)Nc4ccc(F)cc4N)cc3)nn3cccc23)n[nH]1	39	13	31	9.8*	31	54	6.3*	23
COc1ccc(C(=O)c2c(N)c(C#N)cn2Cc2ccccc2OC)cc1	97	99	101	102	101	64	92	104
CCOc1ccc2nc(NC(=O)c3ccc(C(C)C)cc3)sc2c1	91	87	63	83	76	82	87	.
CCN(CC)c1cc(/C=C/c2ccc(OC)c(OC)c2)nc2cc(F)c(F)cc12	75	99	65	30	.	-53*	49	-79*
COc1cc(C(=O)NCc2ccc(OCCN(C)C)cc2)cc(OC)c1OC	100&93	106&98	89&103	109&95	104&105	98	106&106	98&104
COc1ccc(CN2c3ccccc3CCc3ccccc32)cc1F	-8.5*	8.7*	21	4.5*	41	36	16	37
COc1ccc2c(c1)c(CC(=O)OCC(C)c1ccc(CC(C)C)cc1)c(C)n2C(=O)c1ccc(Cl)cc1 (centres undefined)	101	84	91	82	96	98	80	105
Cc1ccc(CC(=S)N2CCOCC2)cc1	95	104	99	100	102	77	93	97
CN(C)N=Nc1ccc(-c2ccccc2)cc1	101	97	44	87	87	86	104	97
COc1ccc(N2C(=O)N(c3ccc(C)cc3)C(=O)C2=S)cc1	98	108	110	97	107	128	103	107
O=C(/C=C/c1c(-c2ccc(F)cc2)nc2sccn12)c1ccc(F)cc1	97	44	96	73	104	66	60	85
Cc1ccc(-c2cc3nc(C(Cl)Cl)nc(-c4ccco4)n3n2)cc1	.	-29*	2.5*	89	5.4*	-0.1*	94	-12*
Cn1cc(-c2nc(N)nnc2-c2ccccn2)c2cc(F)ccc21	95	91	95	96	90	91	100	91
CC(=O)c1cc(C(C)C)ccc1C	97	104	99	93	94	97	92	98
NC(=O)c1nnsc1-c1ccc(-c2snnc2C(N)=O)cc1	98	93	98	98	91	.	101	96
CN(C)c1ccc(-c2ccc(-c3ccc(C(=N)N)cn3)o2)cc1	-74*	-43*	-49*	-2.2*	.	-61*	-52*	-70*
CCOC(=O)CCCCCn1c(C)c(C)c2c1N=C(SC)N1CC(=O)N=C21	105	90	92	92	107	78	86	104

Grouped by structure: the entries above with a furan ring, fused or not (3)
SMILES	M14	RPMI-8226	A549/ATCC	CCRF-CEM	EKVX	HOP-92	MOLT-4	HOP-62
Cc1occc1-c1n[nH]c(=S)n1N1C(=O)CSC1=S	102	94	103	.	99	103	100	104
Cc1ccc(-c2cc3nc(C(Cl)Cl)nc(-c4ccco4)n3n2)cc1	.	-29*	2.5*	89	5.4*	-0.1*	94	-12*
CN(C)c1ccc(-c2ccc(-c3ccc(C(=N)N)cn3)o2)cc1	-74*	-43*	-49*	-2.2*	.	-61*	-52*	-70*

Complete entries, looked up by structure:
Record of O=C1N=C2SC=C(c3ccc(Cl)cc3)N2C1CCN1CCOCC1 (centres undefined) → M14 = 96; RPMI-8226 = 78; A549/ATCC = 82; CCRF-CEM = 76; EKVX = .; HOP-92 = 103; MOLT-4 = 74; HOP-62 = 107
Record of Cc1nn(-c2ccccc2)c2sc3nc(=O)sc-3cc12 → M14 = 105; RPMI-8226 = 98; A549/ATCC = 102; CCRF-CEM = 94; EKVX = 95; HOP-92 = 92; MOLT-4 = 101; HOP-62 = 94
Record of COC(=O)CCc1ccccc1 → M14 = 93; RPMI-8226 = 96; A549/ATCC = 100; CCRF-CEM = 89; EKVX = 99; HOP-92 = 98; MOLT-4 = 108; HOP-62 = 96

The results go on.
SMILES	M14	RPMI-8226	A549/ATCC	CCRF-CEM	EKVX	HOP-92	MOLT-4	HOP-62
Cc1ccc(C)c(Cn2c(N3CCC(C(=O)NCc4cccs4)CC3)nc3ccccc32)c1	99	98	94	94	.	71	95	95
CCOC(=O)SC1=Nc2c(c(-c3ccccc3)cn2-c2ccc(C)cc2)C2=NCCN12	99	95	107	109	94	92	100	100
O=C1N(Cl)C(=O)C(c2ccc(Cl)cc2)(c2ccc(Cl)cc2)N1Cl	98	94	99	90	.	.	87	98
COC(=O)c1cc(-c2ccc(C)cc2)[nH]c(=O)c1C#N	101	114	103	113	97	98	97	100
CN1C(=O)CCS(=O)(=O)C1c1ccc(Cl)c(Cl)c1 (centres undefined)	103	93	96	101	.	77	102	98
CCN1CCOCC1	101	96	103	89	115	.	100	105
CCCCCCCCOc1ccc(/C=C/C(=O)c2ccc(B(O)O)cc2)cc1	104	77	78	88	.	106	87	117
COc1cccc(/C=C/C(=O)c2cc3c(N)c(C(=O)Nc4ccccc4C)sc3nc2C)c1	47	-21*	63	9.2*	92	74	33	68
COc1cc(-c2nc3ccc(C(=O)O)cc3[nH]2)ccc1OCC(=O)NNC(=O)NCc1ccccc1	100	100	98	93	98	98	101	99
COC1OC(COS(=O)OC)C(O)C(O)C1OS(=O)OC (centres undefined)	97	100	103	101	103	108	92	104
Cc1cc(C(=O)O)c(N)c(C)n1	102	103	108	107	95	93	101	106
O=C1COc2ccccc2C(=O)N1CCCCNc1ccccc1	99	28	65	1.1*	106	65	34	73
Nc1ccc(S)cc1	104	100	99	94	105	.	105	102
COC(=O)[C@H](Cc1ccccc1)NC[C@@H](O)CN1C(=O)/C(=C\c2cc(OC)c(OC)c(OC)c2)c2ccccc21	98	85	87	93	104	90	83	93
C[C@]12CC[C@@H]3c4cc([N+](=O)[O-])c(O)cc4CC[C@H]3[C@@H]1CC[C@@H]2O	89	80	106	70	66	86	77	124
O=C(NC(C(=O)c1ccccc1)c1ccccc1)c1ccccc1 (centres undefined)	107	89	110	92	102	.	90	103
Cc1noc(C)c1COc1ccccc1C(=O)Nc1nc2c(C)cccc2s1	105	55	88	90	84	69	76	78
